# PLC-gamma1 inh: PLC-gamma1 enzyme inhibitors, primary screen, biochemical, fluorescence, purified enzyme; 1-phosphatidylinositol 4,5-bisphosphate phosphodiesterase gamma-1 (Homo sapiens), P19174; fluorogenic substrate; inhibition, % at 12.2 µM; hit rate 0.84% among 370,000; AID 720700, 2013; in the data active means inhibition above about 9.5%
# Target sequence (P19174 whole entry, looked up): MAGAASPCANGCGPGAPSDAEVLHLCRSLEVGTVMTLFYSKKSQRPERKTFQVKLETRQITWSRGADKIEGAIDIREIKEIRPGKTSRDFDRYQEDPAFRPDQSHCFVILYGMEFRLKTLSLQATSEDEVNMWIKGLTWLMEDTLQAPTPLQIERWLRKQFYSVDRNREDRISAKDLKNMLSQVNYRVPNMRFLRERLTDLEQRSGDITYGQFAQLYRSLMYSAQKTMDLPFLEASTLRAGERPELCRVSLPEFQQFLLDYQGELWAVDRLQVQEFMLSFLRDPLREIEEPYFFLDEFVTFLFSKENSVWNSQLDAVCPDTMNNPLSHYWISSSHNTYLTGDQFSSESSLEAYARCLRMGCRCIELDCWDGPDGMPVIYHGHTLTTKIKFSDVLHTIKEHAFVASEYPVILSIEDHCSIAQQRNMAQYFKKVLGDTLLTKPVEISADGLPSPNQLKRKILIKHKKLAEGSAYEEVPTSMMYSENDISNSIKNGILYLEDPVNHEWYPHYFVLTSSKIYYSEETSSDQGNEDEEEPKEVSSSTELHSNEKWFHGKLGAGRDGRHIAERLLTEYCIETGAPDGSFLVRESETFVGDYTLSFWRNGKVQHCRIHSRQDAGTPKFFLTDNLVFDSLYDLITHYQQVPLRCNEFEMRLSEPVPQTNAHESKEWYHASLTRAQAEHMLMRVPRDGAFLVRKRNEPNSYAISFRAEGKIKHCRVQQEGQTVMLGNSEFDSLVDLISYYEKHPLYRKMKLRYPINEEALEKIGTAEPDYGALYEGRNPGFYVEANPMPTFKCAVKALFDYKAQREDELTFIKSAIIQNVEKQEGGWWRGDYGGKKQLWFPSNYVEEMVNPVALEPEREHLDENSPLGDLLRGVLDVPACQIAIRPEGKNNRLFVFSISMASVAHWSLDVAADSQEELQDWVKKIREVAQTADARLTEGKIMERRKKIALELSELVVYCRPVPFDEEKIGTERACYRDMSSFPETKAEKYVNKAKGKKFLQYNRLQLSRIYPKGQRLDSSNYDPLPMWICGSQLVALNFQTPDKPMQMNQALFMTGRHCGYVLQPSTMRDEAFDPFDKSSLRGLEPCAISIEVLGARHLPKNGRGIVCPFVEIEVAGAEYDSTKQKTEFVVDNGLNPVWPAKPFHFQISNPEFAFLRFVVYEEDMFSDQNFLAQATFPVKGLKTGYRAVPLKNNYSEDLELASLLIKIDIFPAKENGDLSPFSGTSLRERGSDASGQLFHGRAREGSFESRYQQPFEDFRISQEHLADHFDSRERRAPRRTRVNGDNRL
# ADAM17 inh: ADAM17 inhibitors, primary screen, biochemical, QFRET | Disintegrin and metalloproteinase domain-containing protein 17 (Homo sapiens), P78536 | recombinant ADAM17, EDANS/DABCYL FRET peptide cleavage | inhibition, % at 6.95 µM | hit rate 0.83% among 370,000;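 active means inhibition above the mean of compounds lying between control limits plus 3 SD, set per campaign, cut at about 8.5% in these data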;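 further: 0% = DMSO-only wells as the low control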
# Tn6 DDE FP: inhibitors of Tn6 peptide binding to fibrin DD(E), primary screen, biochemical, fluorescence polarization, human fibrin, Tn6 probe. Fibrinogen beta chain (Homo sapiens), P02675. Fibrin DD(E) TRITC-Tn6 fluorescence polarization displacement. inhibition, % at 8.3 µM. hit rate 0.21% among 370,000. AID 720509, 2013;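 active means inhibition above a per-campaign cutoff: mean of compounds within control limits plus 3 SD, cut at about 15% in these data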;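 further: 0% = median of all compound wells on the plate and 100% = blocking peptide control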
# ASAP1 inh: inhibitors of human ASAP1 ArfGAP activity, primary screen, biochemical, fluorescence polarization | inhibition, % at 16.5 µM | Arf-GAP with SH3 domain, ANK repeat and PH domain-containing protein 1 (Homo sapiens), … | AID 624377, 2012 | ASAP1-stimulated ARF1 GTP hydrolysis, GDP FP detection | hit rate 0.19% among 360,000; in the data active means inhibition above about 25%;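 further: 0% = vehicle with enzyme and substrate and 100% = no enzyme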
# ADAM10 inh: human ADAM10 inhibitors, primary screen, biochemical, QFRET, HTS | Disintegrin and metalloproteinase domain-containing protein 10 (Homo sapiens), O14672 | recombinant ADAM10, EDANS/DABCYL FRET peptide cleavage, 3 h | inhibition, % at 7 µM | hit rate 0.62% among 370,000 | AID 720582, 2013;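 active means inhibition above a per-campaign cutoff equal to the mean of compounds falling between control-based bounds plus 3 SD, cut at about 20% in these data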;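 further: 0% = DMSO wells while the 100% control is not disclosed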
# Tn7 DDE FP: inhibitors of Tn7 peptide binding to fibrin DD(E), primary screen, biochemical, fluorescence polarization, human fibrin, Tn7 probe; AID 720508, 2013; FP displacement of FITC-Tn7 peptide from fibrin DD(E); 0% = median of compound wells per plate; inhibition, % at 8.3 µM; hit rate 0.13% among 370,000;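 active means inhibition above the mean of compounds falling within the control limits plus 3 SD of them, cut at about 14% in these data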;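 further: 0% = plate median of compound wells and 100% = 10 µM Aha-Tn7 peptide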
#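 Test system – human fibrin DD(E) · Times – 10 min preincubation, 3 h with tracer, room temperature · Detection – fluorescence polarization of the labelled Tn7 tracer · Measure – percent inhibition normalized to high-control wells · Benchmarks – high control wells with 10 µM unlabelled Aha-Tn7 peptide (full inhibition) · Repeats – singlicate testing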
# LEDGF integ inh: blockers of LEDGF/p75-dependent integrase strand transfer – biochemical, TR-FRET, high throughput, primary screen; TR-FRET IN-LEDGF/p75 DNA integration, Eu/Cy5; inhibition, % at 3.7 µM; hit rate 0.64% among 370,000; HIV-1 integrase (with human LEDGF/p75);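 active means inhibition above the screen-wide mean plus 3 SD, cut at about 13% in these data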;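 further: signal is the Cy5 over europium emission ratio at 671 and 618 nm; 0% = plate median of compound wells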
# TDP2 inh: human TDP2 enzyme inhibitors, primary screen, biochemical, epi absorbance, recombinant enzyme; Tyrosyl-DNA phosphodiesterase 2 (Homo sapiens), O95551; T5PNP hydrolysis, p-nitrophenol absorbance 415 nm; inhibition, % at 12.8 µM; hit rate 0.34% among 370,000;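 active means inhibition above the mean of all tested compounds plus 3 SD, set per campaign, cut at about 25% in these data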;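 further: 0% = DMSO with enzyme and 100% = buffer with substrate but no TDP2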
#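 Assay system: recombinant human TDP2 / Reagent: T5PNP substrate at 5 mM, a TopII-DNA adduct mimic / Measured by: epi absorbance from released p-nitrophenol / Evaluation: % inhibition relative to enzyme-containing and enzyme-free wells / Control set: enzyme-free and DMSO wells / Replicates: each compound tested once, singlicate / Schedule: enzyme reaction with compound for 2 h at 37 °C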
# proKLK7 act: proKLK7 zymogen activators, primary screen, biochemical, fluorescence intensity | Kallikrein-7 (Homo sapiens), P49862 | purified proKLK7, EDANS-DABCYL substrate fluorescence; 100% is mature enzyme control, 0% vehicle | activation, % at 7 µM | hit rate 0.9% among 370,000 | AID 652039, 2013;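 active means activation above the mean of all tested compounds plus 3 SD, computed per campaign excluding outliers beyond control limits, cut at about 13% in these data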
# ARFGAP1 inh: inhibitors of rat ARFGAP1 GAP activity, primary screen, biochemical, fluorescence polarization, GDP tracer. ADP-ribosylation factor GTPase-activating protein 1 (Rattus norvegicus), Q62848. Arfgap1-stimulated ARF1 GTP hydrolysis, GDP FP detection. inhibition, % at 16.5 µM. hit rate 0.26% among 360,000. AID 651572, 2012;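 active means inhibition above a per-plate limit, mean inhibition of low control wells plus 3 SD, cut at about 25% in these data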;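 further: 0% = DMSO wells with enzyme and 100% = wells lacking Arfgap1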
#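 Assay system: Rat Arfgap1 GAP domain (His6, aa 1-136), purified enzyme | Buffer or medium: HEPES 25 mM pH 7.5, NaCl 150 mM, MgCl2, DTT | Schedule: GTP hydrolysis reaction 2 h at 25 °C | Signal: FP of antibody-bound GDP Alexa 633 tracer, ex 620/em 688 nm | Measure: Percent inhibition of Arfgap1-stimulated GTP hydrolysis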
# Active calls of the source: *; i = inactive; nt = no result given.
mol,PLC-gamma1 inh,ADAM17 inh,Tn6 DDE FP,ASAP1 inh,ADAM10 inh,Tn7 DDE FP,LEDGF integ inh,TDP2 inh,proKLK7 act,ARFGAP1 inh
Cc1ccc(-n2ncc(C#N)c2/N=C/N2CCCCCC2)cc1,7,0,10,-1,2,-4,0,-4,0.4,8
Cn1cccc1C(NC(=O)c1ccccc1)C(Cl)(Cl)Cl (configuration not stated),-5,0,5,-6,-5,3,0,8,0.0,-15
CCOc1ccccc1/C=N/NC(=O)c1cccc(S(=O)(=O)N(CC)CC)c1,-1,-1,-7,-22,7,3,2,5,0.6,-5
CCOc1cc(C(=O)NCc2ccccc2)ccc1OCC(=O)N1CCCCC1,2,-1,2,8,3,0,0,-7,-0.8,-5
Cc1c(NC(=O)C(C)OC(=O)c2cc(Cl)ccc2O)c(=O)n(-c2ccccc2)n1C (configuration not stated),-2,-7,1,13,-23,-1,-10,-14,1.9,13
O=C(Nc1nc(COc2ccccc2)cs1)C1CCC1,3,1,0,0,8,0,2,5,-0.2,-3
Cc1onc(-c2ccccc2Cl)c1C(=O)NCc1nnnn1-c1ccc(F)c(F)c1,0,-5,5,2,1,-3,-2,8,-0.1,-3
COc1cc(NC(=O)CN(c2cc(C)cc(C)c2)S(=O)(=O)c2c(C)noc2C)cc(OC)c1,-2,3,1,-2,-7,-1,-4,8,-0.8,1
COc1ccccc1CN1CCNC(=O)C1CC(=O)NC1Cc2ccccc2C1 (configuration not stated),-4,0,-8,12,-18,-3,-3,1,-0.5,-6
CC(=O)Nc1ccc(S(=O)(=O)Nc2ncccn2)cc1,0,3,8,6,-10,-4,0,7,-0.4,-1
CCN1CCCC1CNC(=O)c1cc(S(N)(=O)=O)ccc1OC (configuration not stated),1,0,6,-18,2,-3,1,-5,-0.5,10
CNC(=O)C[C@H]1C(=O)N(CCc2ccccc2)C[C@@H]1C,-3,-7,0,-2,-12,0,0,11,-0.4,6
CCOC(=O)N1CCC2(CC1)NC(=O)c1ccccc1N2,-357,-452,6,2,i,1,0,-4,21*,-12
O=C(c1ccco1)N1CCN(C2c3ccccc3-c3ccccc32)CC1,-1,0,-10,1,-13,2,-2,-22,-0.3,3
O=C(c1ccc(-n2cnnn2)cc1)N(C1CCCCC1)C1CCCCC1,2,-1,-5,-17,6,2,1,-8,0.2,-20
O=C1CC(C(=O)N2CCN(Cc3ccccc3)CC2)CN1Cc1ccccc1 (configuration not stated),-2,-2,-6,-8,-2,5,-3,-2,-0.1,-4
CCc1ccc(OCC(O)CN2CCCC2)cc1 (configuration not stated),4,1,-8,-15,3,0,4,-6,-0.2,7
C/C=C/c1ccc(OCC(=O)OCC2=C(C(=O)OCC)C(C)NC(=O)N2)c(OC)c1 (configuration not stated),-8,-2,-3,5,-4,0,-2,12,-0.5,6
CCOc1ccc(S(=O)(=O)Nc2ccc(C(=O)NCCCN3CCOCC3)cc2)cc1,0,-1,4,0,0,2,1,2,0.1,6
CN(C)C=Nc1nonc1N,1,-3,0,-14,-8,-2,0,7,0.6,1
COc1ccc2c(CN(Cc3ccccc3)Cc3ccccc3)cc(=O)oc2c1,-25,-20,-11,11,-72,-7,0,-2,-0.9,4
O=C(COC(=O)C1CCCC1)NCc1ccc(Cl)cc1,2,0,4,4,-1,2,-4,4,-0.5,-9
NC(=O)c1c(NC(=O)Cn2cc([N+](=O)[O-])cn2)sc2c1CCCC2,-1,-2,-5,12,1,9,-3,11,0.6,12
CCc1cc(C(=O)OC)c(NC(=O)CC2Sc3ccc(C(F)(F)F)cc3NC2=O)s1 (configuration not stated),0,-2,1,4,-1,1,-1,2,0.2,-10
CCCSc1nc(C)cc(=O)[nH]1,0,0,-6,4,-4,4,-4,-9,0.1,-6
Cn1c2c(c(=O)n1-c1ccccc1)CSCC2,0,-4,-2,10,-5,4,-5,9,-0.2,0
CCn1c(SCC(=O)c2ccc(OC)cc2)nnc1C1CC1,-1,-6,-4,-2,0,5,-2,-4,-0.8,-13
CC(C)n1cnc2c(Nc3ccc(C(=O)O)cc3)nc(Cl)nc21,1,0,-10,2,-11,4,-6,-3,0.7,3
CC1=NNC(=O)C1CCC(=O)N/N=C/C=C/c1ccccc1 (configuration not stated),-17,-17,3,-9,-33,8,-3,11,2.1,-5
Cc1ccc(N2C(=O)C3C(c4ccccc4)N4CCCN4C3(C)C2=O)cc1 (configuration not stated),-1,-3,6,-7,-6,5,-4,-3,0.1,20
O=C(CNC(=O)Cc1ccc(Cl)cc1)NCc1ccco1,0,0,-7,-1,-1,-2,3,-3,-0.2,-1
N#Cc1c2n(c(=S)n(-c3ccccn3)c1=O)CCCCC2,-5,-7,5,15,-7,4,3,8,0.2,4
CC(=O)OC(C(=O)Nc1ccccc1)C(C)S(=O)(=O)c1ccccc1 (configuration not stated),1,3,2,-3,-9,3,-2,-3,-0.1,3
N#Cc1cc2ccccc2n2nnnc12,1,-2,-2,-8,0,4,-1,7,0.3,4
CN1CCN(C2CCN(c3ccc(Nc4nnc(Cl)c(Nc5ccccc5S(C)(=O)=O)n4)c(OC(CF)CF)c3)CC2)CC1,5,4,0,2,11,-6,1,-6,0.2,0
O=S1(=O)CC(N2CCN(c3ccccn3)CC2)CN1Cc1ccc(F)cc1 (configuration not stated),-1,-4,-4,6,-9,1,1,-3,0.1,-5
O=C(C1CCCN(S(=O)(=O)c2ccccc2F)C1)N1CCN(Cc2ccccc2)CC1 (configuration not stated),2,0,-4,nt,3,-12,1,6,0.4,nt
Cc1ccc(NC(=O)CSc2nnc(NC3CC3)s2)cc1S(=O)(=O)N1CCOCC1,3,-1,10,9,7,4,2,5,-0.4,12
CC(=O)c1ccc(Nc2nc(C(N)Cc3ccc(N)cc3)cs2)cc1 (configuration not stated),-22,-4,-2,-10,-16,-8,-2,-2,0.2,8
Cc1sc2nc3c4ccccc4c(NCc4ccco4)nn3c(=O)c2c1C,-190,-52,-8,6,-139,7,0,7,-4.3,-11
Cn1nc(C(C)(C)C)cc1C(=O)NNC(=O)c1ccc(C(F)(F)F)cc1,1,-2,0,-5,-1,7,-1,-12,0.0,3
CCOC(=O)NC(Nc1nnc(C)s1)(C(=O)OCC)C(F)(F)F (configuration not stated),2,-2,15,-3,0,-3,0,5,-0.9,7
CCOC(=O)Cn1c(=O)oc2cc(S(=O)(=O)NC3CCCc4ccccc43)ccc21 (configuration not stated),5,4,7,13,-3,-3,0,-2,0.5,3
Oc1ccc(/C=N/NC2=NCCCCC2)cc1,-1,-11,-1,-4,-20,-1,1,5,-1.3,-10
O=C(/C=C/c1ccc(OC(F)F)cc1)Nc1cccc(S(=O)(=O)N2CCOCC2)c1,-4,6,1,9,15,-6,-1,-11,0.4,8
Cc1ccc(S(=O)(=O)N2CCCCC2)cc1NC(=O)c1cnccn1,2,1,8,8,-13,7,2,12,0.3,-4
Cc1ccc(C)c(N(C(=O)c2snc(C(N)=O)c2N)C(C(=O)NCC2CCCO2)c2cccs2)c1 (configuration not stated),-284,-312,-7,-4,i,-5,3,-10,-10,-12
COc1ccc(CN2CCCC(C(=O)N3CCCC3)C2)c(OC)c1 (configuration not stated),0,-1,-2,-6,3,-2,2,31*,0.1,10
C/C(CC(=O)Nc1ccc2ccccc2c1)=N\NC(=O)c1ccc(O)c(O)c1,-2,0,-4,1,-5,6,5,6,-0.8,7
CCOC(=O)C1(Cc2cccc(OC)c2)CCN(Cc2csc(C(C)=O)c2)CC1,2,-2,6,6,-1,1,-2,-2,-0.6,18

# Profiles as entered above. Order of values: PLC-gamma1 inh | ADAM17 inh | Tn6 DDE FP | ASAP1 inh | ADAM10 inh | Tn7 DDE FP | LEDGF integ inh | TDP2 inh | proKLK7 act | ARFGAP1 inh
# Entry for `CCOC(=O)C1(Cc2cccc(OC)c2)CCN(Cc2csc(C(C)=O)c2)CC1` → 2 | -2 | 6 | 6 | -1 | 1 | -2 | -2 | -0.6 | 18
# Entry for `Cc1ccc(C)c(N(C(=O)c2snc(C(N)=O)c2N)C(C(=O)NCC2CCCO2)c2cccs2)c1` (configuration not stated) → -284 | -312 | -7 | -4 | i | -5 | 3 | -10 | -10 | -12

# Following part.
mol,PLC-gamma1 inh,ADAM17 inh,Tn6 DDE FP,ASAP1 inh,ADAM10 inh,Tn7 DDE FP,LEDGF integ inh,TDP2 inh,proKLK7 act,ARFGAP1 inh
CC(CCc1ccccc1)NC(=O)COC(=O)C(CCC(N)=O)NC(=O)c1ccc(F)cc1 (configuration not stated),1,-3,-7,7,-14,4,-4,4,0.1,3
CCCCCCCCN1C(=O)[C@H](CC(=O)NCc2ccccc2)C[C@@]2(C(=O)OCC)CCC=C12,-2,2,-6,7,-1,5,-4,-3,0.2,28*
CN(C)c1nc(-c2ccccc2)c2cnn(Cc3ccccc3)c2n1,-70,-17,4,8,-50,4,0,7,-3.0,-8
Nc1nnnn1CC(=O)N/N=C/c1ccc(-c2cccc(Cl)c2)o1,0,-5,-6,18,-13,-7,1,14,3.0,15
CC1CCN(C(=O)C2CCCN(c3ncnc4c3nc3n4CCCCC3)C2)CC1 (configuration not stated),2,-2,5,-5,-1,11,-3,-3,0.3,-4
O=C1/C(=C/c2ccncc2)CCC/C1=C\c1ccncc1,3,-3,0,-9,-3,4,7,17,0.0,-8
COc1ccc(/C=C2\SC(=O)N(CC(=O)NCCC(C)C)C2=O)cc1OC,1,0,6,0,-3,-7,2,16,-73,-5
O=C(C1=C[C@@H](C2CCCCC2)C[C@@H](OCc2ccc(CO)cc2)O1)N1CCN(Cc2ccc3c(c2)OCO3)CC1,6,10*,-2,-9,18,-12,1,-2,0.9,3
